Assay outcomes as filed in PubChem BioAssay.
KCNH2 3.1 inh: KCNH2 3.1 (human) potassium channel inhibition; U2OS KCNH2 3.1, thallium flux FluxOr; stronger effect = lower value; activity change, % (tested at about 1.8 µM); hit rate 0.95% among 340,000;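 active = maximum activity change below -70%; inconclusive = maximum activity change from -70% to -50%; inactive = maximum activity change above -50%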;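 note: thallium influx rate constant from kinetic fluorescence after stimulation buffer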
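Measured as rate of thallium-driven FluxOr signal in transduced U2OS cells carrying the 3.1 channel, read kinetically for 2 min upon stimulation; values are rate constants scaled to DMSO control wells.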
FLuc counter: firefly luciferase modulation, counter-screen for miR-21 project | P08659 | AID 588342 | Potency, µM (doses to about 57.5 µM), for the others: top-dose activity change, negative = inhibition, usual class: inhibitors | purified FLuc, Km substrates, luminescence inhibition | hit rate 6.9% among 360,000; active = well fitted inhibition curve with a large enough effect; inconclusive = small, poorly fitted or top-dose-only effect;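 note: potency is the fitted concentration of half-maximal effect; plate controls were vehicle for no effect and reference inhibitor for full effect; nearly all actives have a fitted effect of over 55% in size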
Target sequence (P08659 whole entry, looked up): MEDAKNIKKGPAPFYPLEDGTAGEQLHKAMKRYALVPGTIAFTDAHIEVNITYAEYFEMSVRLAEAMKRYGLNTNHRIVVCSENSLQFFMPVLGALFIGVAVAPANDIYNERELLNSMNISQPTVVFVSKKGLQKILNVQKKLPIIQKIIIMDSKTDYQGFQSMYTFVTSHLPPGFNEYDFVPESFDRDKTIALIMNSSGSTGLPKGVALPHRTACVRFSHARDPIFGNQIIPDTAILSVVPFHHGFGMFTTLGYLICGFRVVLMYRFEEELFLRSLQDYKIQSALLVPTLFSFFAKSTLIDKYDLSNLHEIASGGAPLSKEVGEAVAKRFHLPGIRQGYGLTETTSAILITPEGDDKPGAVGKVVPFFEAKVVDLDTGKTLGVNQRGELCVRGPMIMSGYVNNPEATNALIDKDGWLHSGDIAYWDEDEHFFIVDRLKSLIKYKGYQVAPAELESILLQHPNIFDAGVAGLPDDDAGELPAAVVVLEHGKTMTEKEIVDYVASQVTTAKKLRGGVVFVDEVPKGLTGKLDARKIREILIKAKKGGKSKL
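Purified P. pyralis luciferase (10nM final) with 10uM D-luciferin and 10uM ATP (Km levels) in 50mM Tris acetate pH 7.5, 10mM Mg acetate, 0.01% Tween-20, 0.05% BSA; qHTS 6-point titration, ~60 µM downward; luminescence read.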
* = called active by the depositor; ? = inconclusive; . = no result given. Unless noted, % is set by controls: 0 for no effect and ±100 for the full control effect. A portion of the library, so the mix of outcomes need not match the whole.

[1] COc1cc(/C=C/c2nc3ccccc3c(=O)n2-c2ccc(Br)c(C)c2)ccc1O
[2] Cc1ccccc1OCC(=O)N1CCN(CCc2ccccn2)CC1
[3] Cc1ccc(Cl)cc1NC(=O)N(Cc1ccc2c(c1)OCO2)C1CCN(Cc2ccccc2)CC1
[4] COc1ccc(Nc2nc(N)nc(CSc3nc4ccccc4s3)n2)cc1
[5] N#Cc1cc2c(nc1SCC(=O)Nc1cccc(F)c1)C1CCN2CC1
[6] O=C(Nc1ccc2nc(SCC(=O)N3CCOCC3)sc2c1)c1ccc(Cl)cc1
[7] CCOc1ccc(-n2c(/C=C/c3ccccc3)nc3ccccc3c2=O)cc1
[8] CC(C)(C)c1ccc(OCC(=O)Nc2ccc(Cl)cc2C(=O)c2ccccc2)cc1
entry no.	1	2	3	4	5	6	7	8
KCNH2 3.1 inh	.	.	.	.	.	.	.	.
FLuc counter	-10.2%	0.2%	-4.3%	?	-6.9%	10.7µM*	-4.9%	-7.9%

[9] N#Cc1cccc(NC(=O)CSc2nc3c(cc2C#N)N2CCC3CC2)c1
[10] CCOc1cccc(CC(=O)NCc2ccc3c(c2)CCN3C(=O)c2cccc(C)c2)c1OCC
[11] Cc1cccc(CN2C(=O)CN=C(c3ccccc3)c3ccccc32)c1
[12] Cc1ccc(C(=O)COC(=O)c2cccc(NC(=O)c3ccc(Br)cc3)c2)cc1
[13] COc1ccc(NC(C)=O)cc1NC(=O)c1cccn(Cc2ccccc2)c1=O
[14] Cc1ccc(C(C)(C)C)c(OCC(=O)Nc2ccc(Cl)cc2C(=O)c2ccccc2)c1
[15] O=C1CC(c2c(F)cccc2Cl)c2c(c3ccccc3oc2=O)O1 (stereo not given)
[16] COc1ccc(OCC(=O)N2CCN(Cc3cc(=O)n4nc(-c5ccccc5C)sc4n3)CC2)cc1
entry no.	9	10	11	12	13	14	15	16
KCNH2 3.1 inh	.	.	.	.	.	.	.	.
FLuc counter	-17.1%	?	-19.1%	1.2µM*	5.2%	-0.1%	?	-9.0%

[17] COc1ccc(Cl)cc1NC(=O)CN1C(=O)CN=C(c2ccccc2)c2cc(Cl)ccc21
[18] Cc1ccc(-n2c(/C=C/c3ccc(Br)s3)nc3ccccc3c2=O)cc1
[19] O=C(COc1ccccc1F)N1CCN(Cc2cc(=O)n3nc(-c4ccccc4Cl)sc3n2)CC1
[20] CC(C)(C)c1ccc(S(=O)(=O)Nc2ccc(O)c(Sc3nc4ccccc4s3)c2)cc1
[21] COc1cccc(-n2c(/C=C\c3ccc(Cl)cc3)nc3ccccc3c2=O)c1
[22] Cc1ccc2nc(NC(=O)c3cccn(Cc4ccc(Cl)cc4)c3=O)sc2c1
[23] CCCCc1ccc(NC(=O)c2cccn(Cc3ccc(Cl)cc3)c2=O)cc1
[24] CC(=O)c1ccc(NC(=O)c2sc3nc4c(cc3c2N)N2CCC4CC2)cc1
entry no.	17	18	19	20	21	22	23	24
KCNH2 3.1 inh	.	.	.	.	.	.	.	.
FLuc counter	-9.3%	-2.1%	-11.7%	?	5.3%	-0.3%	?	?

[25] CCC12CN3CC(CC)(CN(C1)C3c1ccccn1)C2=O (stereo not given)
[26] Cc1nnc(NC(=O)c2cccn(Cc3ccccc3)c2=O)s1
[27] Cc1ccc(Cn2cccc(C(=O)Nc3cc([N+](=O)[O-])ccc3C)c2=O)cc1
[28] Cc1cc(N2CCCCC2)nc2ccc(NC(=O)CCC(=O)N3CCN(c4cccc(Cl)c4)CC3)cc12
[29] O=C(COc1ccc(Br)cc1)Nc1ccc(Cl)cc1C(=O)c1ccccc1
[30] COC(=O)c1ccccc1NC(=O)c1cccn(Cc2cccc(Cl)c2)c1=O
[31] Cc1ccc2c(c1)C(Cc1nc3ccccc3c(=O)n1-c1ccc(Br)cc1)C(=O)N2 (stereo not given)
[32] Cc1ccccc1Cn1cccc(C(=O)Nc2cc(Cl)ccc2C#N)c1=O
entry no.	25	26	27	28	29	30	31	32
KCNH2 3.1 inh	.	.	.	.	.	.	.	.
FLuc counter	-5.1%	6.8%	0.6%	?	-0.3%	?	5.3%	-6.2%

[33] Cc1ccc(-n2c(/C=C/c3cccs3)nc3ccccc3c2=O)cc1C
[34] Cc1ccc2c(=O)n(-c3cccc(Cl)c3)c(=O)[nH]c2c1
[35] CC(C)c1ccc(OCC(=O)N2CCN(CCc3ccncc3)CC2)cc1
[36] N#Cc1cc2c(nc1SCC(=O)Nc1ccc(Cl)c(C(F)(F)F)c1)C1CCN2CC1
[37] O=C(Nc1ccc(F)c([N+](=O)[O-])c1)c1cccn(Cc2ccccc2)c1=O
[38] Cc1nnc(NC(=O)c2cccn(Cc3cccc([N+](=O)[O-])c3)c2=O)s1
[39] O=C(NC1CCCCC1)c1ccc(CSc2nc3ccncc3n2Cc2ccc(F)cc2)cc1
[40] CCOc1ccc(-c2cc(C(=O)N3CCN(c4cccc(C(F)(F)F)c4)CC3)c3ccccc3n2)cc1
entry no.	33	34	35	36	37	38	39	40
KCNH2 3.1 inh	.	.	.	.	.	.	.	.
FLuc counter	6.8%	4.1%	-13.2%	-0.7%	?	-3.8%	?	2.39µM*

[41] COc1cc(C(c2c(O)c3ccccc3oc2=O)c2c(C)n(C)n(-c3ccccc3)c2=O)ccc1OCC(=O)O (stereo not given)
[42] Cc1ccc2scc(N3CCN(C)CC3)c(=O)c2c1
[43] Cc1ccccc1C(=O)Nc1ccc2nc(SCC(=O)N(C)c3ccccc3)sc2c1
[44] Cc1cc(C)cc(-n2c(/C=C/c3cccc(F)c3)nc3ccccc3c2=O)c1
[45] COc1ccccc1-n1c(/C=C/c2ccccc2)nc2ccccc2c1=O
[46] Cc1ccc(NC(=O)N(Cc2ccc3c(c2)OCO3)C2CCN(Cc3ccccc3)CC2)cc1F
[47] Cc1ccc(C(=O)Nc2c(C(=O)Nc3ccc(C)c(C)c3)sc3nc(C)cc(C)c23)cc1
[48] Cc1cc(-n2c(/C=C/c3ccc(Br)s3)nc3ccccc3c2=O)ccc1Br
entry no.	41	42	43	44	45	46	47	48
KCNH2 3.1 inh	.	.	.	.	.	.	.	.
FLuc counter	?	12µM*	?	-0.9%	-1.6%	1.3%	10.7µM*	-1.5%

[49] O=c1c2ccccc2nc(/C=C\c2cccc(Br)c2)n1-c1ccc(O)cc1
[50] O=C(Nc1ccc(F)c(Cl)c1)N(Cc1ccc2c(c1)OCO2)C1CCN(Cc2ccccc2)CC1
[51] Cc1cccc(-c2nc(CN3C(=O)CN=C(c4ccccc4)c4ccccc43)c(C)o2)c1
[52] COC(=O)c1ccc(NC(=O)c2cccn(Cc3ccccc3C)c2=O)cc1
[53] Cc1cc(NC(=O)c2cccn(Cc3cccc([N+](=O)[O-])c3)c2=O)no1
[54] Cc1ccc(C(=O)N2CCc3cc(CNC(=O)c4ccnn4C)ccc32)cc1
[55] CS(=O)(=O)c1ccc(C2=C(CNC(=O)c3nccs3)[C@H]3CC[C@@H](C2)N3Cc2ccco2)cc1
[56] CC(N)Cc1c[nH]c2ccc(Cl)cc12 (stereo not given)
entry no.	49	50	51	52	53	54	55	56
KCNH2 3.1 inh	.	.	.	.	.	.	-45.4	1.9
FLuc counter	-2.2%	-0.2%	-18.5%	-10.6%	-6.1%	?	.	.

[57] CCOC(=O)[C@]12Cc3cc(N(C)C)ccc3[C@H]1N(Cc1ccccc1)C(=O)c1ccccc12
[58] COC[C@]12CN(C)C3C4[C@H](OC)[C@H]1C3([C@@H](OC)C[C@H]2O)[C@@H]1C[C@@]2(O)[C@H](OC(=O)c3ccccc3)[C@@H]1[C@]4(OC(C)=O)[C@@H](O)[C@@H]2OC
[59] CCN1C[C@]2(COC)CC[C@H](OC)[C@@]34C5C[C@H]6C(=O)C5[C@](O)(C[C@H]6OC)[C@@](O)(C(OC)C23)[C@@H]14 (stereo not given in full)
[60] CN1C(=O)NC(=O)C2(CCCC2)C1=O
[61] CC(=NNC(=S)N1CC2CCC(CC2)C1)c1nccs1
[62] OCC1CN1C1CCCCC1 (stereo not given)
[63] O=[N+]([O-])c1ccc(OP(=O)(O)Oc2ccc([N+](=O)[O-])cc2)cc1
[64] COCOC1CCC2C3CCC4=CC(=O)CCC4=C3C=CC12C (stereo not given)
entry no.	57	58	59	60	61	62	63	64
KCNH2 3.1 inh	-21.7	-4.0	3.4	-2.5	1.3	-6.3	2.2	8.2
FLuc counter	.	.	.	.	.	.	.	.

Results in sequence from the list.
FLuc counter for nos. 8 to 13: -7.9%, -17.1%, ?, -19.1%, 1.2µM*, 5.2%

Next compounds
[65] CCCOc1ccccc1OCC(=O)N1CCN(CC(=O)N2CCOCC2)CC1
[66] COC(=O)C1=C(c2ccccc2OCc2ccccc2)C[C@@H]2CC[C@H]1N2C
[67] O=C1NC(=S)SC1=Cc1ccc(N(CCCl)CCCl)cc1
[68] CCOP(=S)(OCC)SCSP(=S)(OCC)OCC
[69] CC[C@H]1CC2CN3CCc4c([nH]c5ccccc45)C(C(=O)OC)(C2)C13 (stereo not given in full)
[70] CC12CCC(O)CC1CCC1C2CCC2(C)C(C3=CC(=O)OC3)C(O)CC12O (stereo not given)
[71] CCC1CN1P(=S)(N1CC1CC)N1CC1CC (stereo not given)
[72] O=C(Cc1cccs1)N1Cc2ccccc2-n2nncc2C1
entry no.	65	66	67	68	69	70	71	72
KCNH2 3.1 inh	-0.9	-4.8	-21.0	-1.1	-0.1	-15.4	-19.2	10.0
FLuc counter	.	.	.	.	.	.	.	.

Part of the list above in a different format:
Second line of a record: KCNH2 3.1 inh | FLuc counter
(67) O=C1NC(=S)SC1=Cc1ccc(N(CCCl)CCCl)cc1
→ -21.0 | .
(68) CCOP(=S)(OCC)SCSP(=S)(OCC)OCC
→ -1.1 | .
(69) CC[C@H]1CC2CN3CCc4c([nH]c5ccccc45)C(C(=O)OC)(C2)C13 (stereo not given in full)
→ -0.1 | .
(70) CC12CCC(O)CC1CCC1C2CCC2(C)C(C3=CC(=O)OC3)C(O)CC12O (stereo not given)
→ -15.4 | .

Carrying on:
[73] CC=C(CC)C1(CCC)C(=O)NC(=S)NC1=O
[74] CC(=O)O/C(=C1\CC2C3CC=C4CC(OC(C)=O)CCC4(C)C3CCC2(C)C1=O)C(F)(F)F (stereo not given)
[75] CC(=O)OC1CC(OC2C(O)CC(OC3C(O)CC(OC4CCC5(C)C(CCC6C5CCC5(C)C(C7=CC(=O)OC7)CCC65O)C4)OC3C)OC2C)OC(C)C1OC1OC(CO)C(O)C(O)C1O (stereo not given)
[76] C[C@H](CO)N1C[C@H](C)[C@@H](CN(C)C(=O)Oc2ccc3ccccc3c2)OCc2cn(nn2)CCCC1=O
[77] COC(=O)C1=C(C(=O)OC)SC2(S1)C(C(=O)OC)=C(C(=O)OC)Sc1c2ssc1=O
[78] CC1CN1P(=S)(c1ccccc1)N1CC1C (stereo not given)
[79] CCC1(O)CCC2C3CCC4=CC(=O)CCC4C3CCC21CC (stereo not given)
[80] COc1ccc(CN2Cc3cnnn3-c3ccccc3C2C#N)cc1 (stereo not given)
entry no.	73	74	75	76	77	78	79	80
KCNH2 3.1 inh	0.1	1.7	-5.9	5.9	-30.9	6.7	-2.4	-42.3
FLuc counter	.	.	.	.	.	.	.	.

[81] O=C1NC(=O)C(C2CCCCCC2)C(=O)N1
[82] CCOC(=O)[C@]12Cc3c(cc(OC)c(OC)c3OC)[C@H]1N(Cc1ccccc1)C(=O)c1ccccc12
[83] COC(=O)C12CCc3cc(OC)ccc3C1=CC(=O)C2 (stereo not given)
[84] CN1CCN(c2ccc3c(c2)S(=O)(=O)c2ccccc2C3=O)CC1
[85] COC(=O)C1=C(c2cccc(OC)c2OC)C[C@@H]2CC[C@H]1N2C(=O)NCCNC(C)=O
[86] CN1C(=O)N(C)C(=O)C(NS(=O)(=O)c2ccc(N)cc2)(c2ccccc2)C1=O
[87] Cc1ccc(OC(=O)N(C)C[C@@H]2OCc3cnnn3CCCC(=O)N([C@H](C)CO)C[C@@H]2C)cc1
[88] c1ccc(C(c2ccccc2)c2ccncc2)cc1
entry no.	81	82	83	84	85	86	87	88
KCNH2 3.1 inh	10.4	-12.5	-18.9	13.3	-4.3	-4.2	7.0	11.2
FLuc counter	.	.	.	.	.	.	.	.

[89] CC12C=CC(=O)C=C1CCC1C2C(=O)CC2(C)C(=O)CCC12 (stereo not given)
[90] CCC(C)(O)C(=O)OC1C(=O)OC2CC3C(C)=CC(=O)C(O)C3(C)C3C4(O)OCC23C1C(C)C4O (stereo not given)
[91] S=P(N1CCOCC1)(N1CC1)N1CC1
[92] COc1ccc(C(CC(C)=O)c2c(O)c3ccccc3oc2=O)cc1OC (stereo not given)
entry no.	89	90	91	92
KCNH2 3.1 inh	-9.1	1.3	-4.8	-3.7
FLuc counter	.	.	.	.
